EPAC2 ag = activates human EPAC2 exchange factor; EPAC2 activation, biochemical qHTS; response scale: 100% = 6.5 mM cAMP response; actives 0.079% (n = 360,000); Potency, µM (titrated, usually from 154 µM), for inactives: top-dose activation, hits mostly activators; note: potency is the fitted concentration of half-maximal effect; nearly all actives have a fitted effect of over 50% in size
Target sequence (Q8WZA2 whole entry, looked up): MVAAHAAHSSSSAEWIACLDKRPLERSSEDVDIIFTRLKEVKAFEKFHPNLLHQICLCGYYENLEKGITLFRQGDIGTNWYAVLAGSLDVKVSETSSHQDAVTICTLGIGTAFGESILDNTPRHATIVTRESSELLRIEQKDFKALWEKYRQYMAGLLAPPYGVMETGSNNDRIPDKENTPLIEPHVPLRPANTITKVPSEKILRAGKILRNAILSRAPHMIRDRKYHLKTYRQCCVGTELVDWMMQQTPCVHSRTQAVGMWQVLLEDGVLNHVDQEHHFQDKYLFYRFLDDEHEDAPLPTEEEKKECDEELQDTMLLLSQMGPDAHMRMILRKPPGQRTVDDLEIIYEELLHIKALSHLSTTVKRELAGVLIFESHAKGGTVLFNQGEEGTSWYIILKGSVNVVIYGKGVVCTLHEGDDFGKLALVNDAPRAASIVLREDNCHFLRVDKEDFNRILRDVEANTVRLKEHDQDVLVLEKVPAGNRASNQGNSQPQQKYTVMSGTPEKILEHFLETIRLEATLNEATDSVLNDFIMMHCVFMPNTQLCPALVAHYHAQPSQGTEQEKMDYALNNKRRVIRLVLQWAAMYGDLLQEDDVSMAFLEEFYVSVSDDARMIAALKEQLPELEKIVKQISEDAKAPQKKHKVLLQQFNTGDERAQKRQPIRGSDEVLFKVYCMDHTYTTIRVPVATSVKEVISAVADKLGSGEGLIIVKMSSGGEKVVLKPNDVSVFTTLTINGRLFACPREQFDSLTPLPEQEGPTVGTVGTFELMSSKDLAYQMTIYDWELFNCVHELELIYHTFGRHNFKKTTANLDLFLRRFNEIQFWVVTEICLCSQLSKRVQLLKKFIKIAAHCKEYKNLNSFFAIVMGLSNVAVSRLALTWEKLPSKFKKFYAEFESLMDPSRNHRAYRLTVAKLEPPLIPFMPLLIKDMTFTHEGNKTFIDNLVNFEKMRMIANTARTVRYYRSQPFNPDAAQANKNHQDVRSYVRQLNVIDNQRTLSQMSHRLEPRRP
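Setup: EPAC2 100 nM, labeled Rap1B complex 250 nM, free GDP 50 uM. Compound titrations pinned in, brief spin, 5 min room temperature incubation. Kinetic fluorescence read over 30 min, normalized to 6.5 mM cAMP.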
ATXN viability = reduces viability in counter-screen for ATXN expression inhibitors. S2 cells (HEK-293 line with an ATXN2-luciferase reporter) viability, CellTiter-Fluor protease fluorescence, 24 h. Potency, µM (doses to about 56.7 µM), hits mostly cytotoxic. actives 0.49% (n = 400,000); note: potency is the fitted concentration of half-maximal effect; nearly all actives have a fitted effect of over 40% in size
HepG2 tox = counter-screen for TGF-b inhibitors: cytotoxicity in HepG2 cells; actives 0.76% (n = 410,000); AID 588856; Potency, µM (doses to about 46.1 µM), for the others: at the top dose activity change, negative = cytotoxicity, actives largely listed as cytotoxic; HepG2 CAGA-GFP viability, ATP luminescence, 18 h; note: potency is the fitted concentration of half-maximal effect; some results filed as inactive show a strong effect at the top dose
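CellTiter-Glo luminescence gave cytotoxicity after 18 hours at 37 degrees C. The cells were HepG2 CAGA-GFP in 1% FBS DMEM, stimulated with 500 pg/mL TGF-beta after compound addition. %Activity was normalised to no-cell wells (complete cell-killing) and DMSO (no toxicity), and curves were fitted and classified.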
ATXN2 expr inh = inhibitors of ATXN2 expression | HEK-293 ATXN2-luciferase reporter, luminescence, 24 h | Potency, µM (titrated, usually from 57 µM), without a hit: top-dose activity change, negative = inhibition, usual class: inhibitors | actives 0.72% (n = 360,000) | AID 1745845; note: potency is the fitted concentration of half-maximal effect; % is set by controls: 0 for no effect and ±100 for the full control effect; nearly all actives have a fitted effect of over 55% in size
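qHTS (up to 57 uM final) was run with 24 h compound exposure of reporter cells at 37 °C. Each well was multiplexed: SteadyGlo luminescence measured ATXN2-luciferase expression after a fluorogenic Gly-Phe-AFC viability readout (25 uM final).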
Nrf2 inh = blocks Nrf2 signaling | actives 2.1% (n = 360,000) | A549 ARE-Fluc reporter, luciferase luminescence, 18-24 h | AID 504444 | Potency, µM (top dose mostly 46 µM), inactives show at the top dose activity change, negative = inhibition, usual class: inhibitors; note: potency is the fitted concentration of half-maximal effect; % is set by controls: 0 for no effect and ±100 for the full control effect; nearly all actives have a fitted effect of over 60% in size
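Two sequential reads on A549 ARE_Fluc cells exposed to compound for 18-24 h: a CellTiter-Fluor fluorescence read for viability, then a luciferase luminescence read for Nrf2/ARE activity.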
A549 tox = kills or reduces viability of A549 cells in Nrf2 counter-screen; actives 0.16% (n = 390,000); Potency, µM (highest dose often 46 µM), inactives show top-dose activity change, negative = cytotoxicity, actives largely listed as inhibitors; A549 ARE-Fluc cells, CellTiter-Fluor viability, 18-24 h; note: potency is the fitted concentration of half-maximal effect; % is set by controls: 0 for no effect and ±100 for the full control effect
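A549 ARE-Fluc cells in 5% FBS OPTI-MEM, 5000 cells/well, rested 2 h then exposed to compounds in concentration-response for 18-24 h at 37 °C. Viability by CellTiter-Fluor fluorescence (Ex 405/Em 525) after 30 min; luciferase luminescence (BugLite, 15 min, RT) read afterwards.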
Nrf2 activator = activators of Nrf2 (ARE) signaling; AREc32 ARE-luciferase reporter (MCF7-derived line), luminescence, 24 h; Potency, µM (titrated, usually from 46.1 µM), for the others: at the highest dose activation, usual class: activators; actives 0.31% (n = 410,000); note: potency is the fitted concentration of half-maximal effect; % of control where 0% means no effect; nearly all actives have a fitted effect of over 65% in size
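For detection, Steady-Glo was added and plates sat 30 min at RT; before that, AREc32_Fluc cells grown overnight in OPTI-MEM/5% FBS had been treated with 23 nL compound for 24 hr at 37 deg C.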
TGFb inhibitor = inhibitors of TGF-b signaling | HepG2 CAGA-GFP TGF-b/SMAD3 reporter, GFP fluorescence, 18 h; TGF-beta stimulated, 500 pg/mL final | Potency, µM (series often up to 46.1 µM), for inactives: at the highest dose activity, negative = inhibition, hits mostly inhibitors | actives 1.2% (n = 410,000); note: potency is the fitted concentration of half-maximal effect; % is set by controls: 0 for no effect and ±100 for the full control effect; nearly all actives have a fitted effect of over 65% in size
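Cell-based qHTS in HEPG2 carrying a CAGA-GFP Smad reporter; compounds added before 500 pg/mL final TGF-beta, 18 h incubation at 37 degrees C, GFP fluorescence quantified per cell by imaging cytometry.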
IL2 activator = activators of IL-2 | actives 0.065% (n = 360,000) | activation, % (series mostly up to about 46 µM) | IL-2 activation reporter assay, cell-based qHTS; stimulated with anti-CD3/CD4/CD28 beads; in transgenic mouse T cells | AID 652025; in the data active = activation above about 50%; inconclusive = mostly about 30% to 49%; note: 0% is about no effect
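Screening format: compound pinned onto unstimulated transgenic mouse T cells, 60 min incubation, then anti-CD3/anti-CD4/anti-CD28 bead stimulation for 18 hours at 37 degrees C, followed by EGFP and DsRed detection.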
Starred values were filed as active, the others as inactive; i = inactive; ? = inconclusive; / = not tested or not shown; & = joins results of further samples; [ ] = another dose, or the depositor's remark. Unless noted, calls come from the whole dose curve; as a rule, active = well fitted curve in the direction sought with a large enough effect; inconclusive = small, poorly fitted or top-dose-only effect, or another doubt; inactive = no such curve, though single readings can be large; an effect the other way counts as inactive or inconclusive.

SMILES	EPAC2 ag	ATXN viability	HepG2 tox	ATXN2 expr inh	Nrf2 inh	A549 tox	Nrf2 activator	TGFb inhibitor	IL2 activator
COc1ccc(N2C(=O)CCC(C(=O)O)C2c2ccc(OC)c(OC)c2)cc1 (centres undefined)	-7.6%	i	12.3%	1.0%	1.0%	/	-0.8%	-38.8%	-1.6
Cc1cc(CNC(=O)C2(C(F)(F)F)CC(CCCO)CCCO2)nn1C (centres undefined)	5.6%	i	-11.2%&-12.7%	1.9%	9.5%	6.6%&-3.2%	3.2%	-6.4%&1.2%	1.1
O=C(NC(=O)N1CCCCCC1)c1ccccc1	0.4%	i	-1.0%	6.7%	22.4%	1.0%	0.1%	41.5%[activator]	-0.2
CC1CN(CN2C(=O)c3ccccc3C2=O)CC(C)O1 (centres undefined)	2.9%	i	1.7%	18.0%	0.9%	4.3%	-0.6%	10.6%	0.0
CCN(CC)CCNC(=S)Nc1ccc2nc3n(c(=O)c2c1)CCCCC3	-2.6%	i	-16.3%	-7.9%	6.2%	0.3%	0.1%	-2.5%	-1.7
O=C(O)c1ccc(NC(CSCc2cccc(F)c2)C(=O)O)c([N+](=O)[O-])c1 (centres undefined)	4.5%	i	2.6%	0.9%	?	-7.5%	0.0%	2.7%	-1.9
COc1ccccc1OCC(=O)N1CCNC1=O	6.2%	i	45.1%	0.3%	0.0%	-0.3%	-1.3%	27.3%	2.1
O=C(NCCSC1CCCCC1)c1ccccc1	2.7%	i	-11.5%	30.1%	?	9.0%	1.9%	-4.7%	-0.2
CCCn1c(SCC(=O)/C(C#N)=C(\C)N)n[nH]c1=O	7.5%	i	-1.1%	3.1%	-8.3%	-1.7%	-0.1%	-0.9%	-1.8
O=S(=O)(c1ccccc1)c1nnn2c1nc(NCc1cccs1)c1sccc12	/	/	-18.1%	/	0.7%	3.1%	-1.1%	7.0%	/
CCCN(CCC)S(=O)(=O)c1ccc(N2CCCC2=O)c([N+](=O)[O-])c1	6.7%	?	1.3%	5.0%	8.8%	-2.6%	-0.3%	-4.3%	-2.6
Cc1cc(C)cc(NC(=O)C2(c3ccccc3)CC2(Cl)Cl)c1 (centres undefined)	17.7%	i	-45.4%	-11.7%	?	-24.1%	-0.2%	?	-3.1
O=C(CS(=O)(=O)c1ccccc1)NCc1ccco1	0.2%	i	3.5%	-2.4%	19.1%	0.6%	2.1%	-5.3%	-0.5
c1ccc(-c2onc(-c3ccco3)c2-c2ccc3[nH]ccc3c2)cc1	8.2%	i	-39.9%&-35.8%	-10.6%	?	0.8%	13.3%	14.1µM*	-0.2
CN(CCC#N)C(=O)COC(=O)c1ccccc1C(=O)c1ccc(Cl)c([N+](=O)[O-])c1	-0.7%	/	0.4%	-36.6%[11.3 µM]	-27.1%	-17.2%	15.8µM*	5.9%	-1.2
CCOC(=O)C1CCCN(C(=O)c2cc(-c3ccccc3)on2)C1 (centres undefined)	2.9%	i	2.4%	10.7%	?	0.4%	-0.1%	-1.9%	-1.0
CSCCC(NC(=O)c1cncc(Br)c1)C(=O)O (centres undefined)	5.7%	i	3.2%	-0.8%	11.0%	2.7%	-0.5%	-4.8%	-1.3
O=C(COC(=O)C1CCCCC1)Nc1ccc([N+](=O)[O-])cc1	6.7%	i	6.1%	-10.1%	2.1%	1.3%	0.8%	-13.0%	-0.9
COc1ccc(Cl)cc1NC(=O)CC(=O)Nc1cc(Cl)ccc1OC	7.2%	i	-25.0%	-23.0%	1.7%	-0.3%	?	-25.4%	-0.2
O=C(NC1CC(=O)c2sccc21)c1ccc(Cl)cc1Cl (centres undefined)	-2.7%	i	6.3%	35.4%[activator]	?	8.9%	0.5%	18.3%	0.1
Cc1ccccc1NS(=O)(=O)c1cc(OCC(N)=O)c(C)cc1Cl	5.6%	i	-7.0%	-20.1%	-13.4%	0.4%	0.2%	1.1%	-0.1
Cc1cccc(NC(=O)Cn2c(=O)oc3ccccc32)c1	-7.2%	i	27.5%	-0.2%	21.2%	0.9%	-0.5%	-9.6%	-0.2
CCO[C@@H]1OC(C(=O)NCc2ccccc2)=C[C@H](c2ccccc2)[C@H]1CCCO	0.6%	i	-9.9%	-7.1%	-10.6%	3.7%	0.0%	2.7%	0.1
COc1ccc(N2CC(C(=O)N[C@H](C(=O)NC(C)c3ccccc3)C(C)C)CC2=O)cc1 (some centres undefined)	-8.6%	i	2.5%	/	2.5%	2.2%	2.0%	7.5%	-0.6
CCCCNc1ccc(-c2nc(-c3ccccc3)no2)cc1[N+](=O)[O-]	/	?	-5.6%	18.4%	?	-5.4%	0.8%	6.1%	/

Quoted at random: 2 records from the list.
SMILES	EPAC2 ag	ATXN viability	HepG2 tox	ATXN2 expr inh	Nrf2 inh	A549 tox	Nrf2 activator	TGFb inhibitor	IL2 activator
CCCCNc1ccc(-c2nc(-c3ccccc3)no2)cc1[N+](=O)[O-]	/	?	-5.6%	18.4%	?	-5.4%	0.8%	6.1%	/
CC1CN(CN2C(=O)c3ccccc3C2=O)CC(C)O1 (centres undefined)	2.9%	i	1.7%	18.0%	0.9%	4.3%	-0.6%	10.6%	0.0

(next part)
SMILES	EPAC2 ag	ATXN viability	HepG2 tox	ATXN2 expr inh	Nrf2 inh	A549 tox	Nrf2 activator	TGFb inhibitor	IL2 activator
O=C(Cn1c(=O)oc2ccccc21)N1CCCCC1	-2.8%	i	-11.2%	-6.0%	3.1%	-1.7%	0.4%	2.5%	-2.5
COc1cc(C(=O)Nc2ccc3c(c2)N(C(=O)CCN(C)C)c2ccccc2CC3)cc(OC)c1OC	13.5%	?	-35.8%	5.5%	-3.9%	-5.5%	8.2%	1.3%	-0.9
O=C(NCCc1ccccc1)C1CCCN(C(=O)NC2CCCCC2)C1 (centres undefined)	-0.3%	i	2.4%	10.6%	-5.7%	/	0.5%	0.0%	-1.7
COc1ccc2nc(SCC(=O)NC3(C#N)CCCCC3)[nH]c2c1	7.9%	i	3.9%	9.2%	-6.4%	-0.4%	-0.5%	-10.9%	-3.4
COC(=O)c1ccc([C@H]2C=C(C(=O)O)O[C@@H](OCc3ccc(CO)cc3)C2)cc1	12.4%	i	-4.2%	6.8%	5.9%	7.4%	10.2%	-3.3%	0.0
O=C(Cn1c(=O)oc2ccccc21)N1CCN(c2ccccc2)CC1	7.0%	i	-6.2%	5.6%	-13.1%	0.5%	0.3%	-0.1%	-0.5
Cc1cc(C)c(-c2csc(NC(=O)CCCc3nc4ccccc4c(=O)[nH]3)n2)c(C)c1	-0.4%	i	-4.8%	-37.9%	9.2µM*	?	0.4%	?	-1.0
CC(CC(=O)O)C(=O)c1ccc(Cl)c([N+](=O)[O-])c1 (centres undefined)	-6.5%	i	-3.2%	0.6%	-5.8%	-8.3%	?	8.9%	0.6
CN1CCN(C(=O)c2ccc(S(=O)(=O)N(C)c3ccccc3)cc2)CC1	-6.8%	i	1.7%	/	/	/	2.6%	0.4%	1.2
CCCCCCCCC(=O)O	1.3%	i	-2.3%	2.5%	4.2%	-1.9%	-1.1%	15.9%	1.3
O=C(Nc1nc(-c2ccc3c(c2)OCO3)cs1)C1COc2ccccc2O1 (centres undefined)	9.0%	i	13.9%	24.7%	10.0%	19.3%	3.1%	?	-3.4
CC(=O)Nc1ccc(S(=O)(=O)NNC(=O)COc2ccc(C(C)(C)C)cc2)cc1	-1.7%	i	-22.6%	-1.7%	/	-4.3%	2.5%	-22.4%	1.1
COc1ccc(S(=O)(=O)N[C@@H](CC(C)C)C(=O)O)cc1	7.6%	i	3.9%	3.6%	4.8%	2.7%	-0.6%	2.0%	1.1
O=C(COC(=O)c1cnccn1)c1ccccc1	-0.3%	i	8.9%	-10.7%	3.4%	-1.9%	0.0%	1.5%	0.1
COc1cc(C(=O)NCc2ccc3c(c2)cc(C)n3C)cc(OC)c1OC	6.6%	i	-10.6%	5.0%	-9.7%	-14.2%	0.3%	1.3%	0.7
Cc1ccc(NC(=O)CSc2nc(-c3ccc(C(C)(C)C)cc3)nc3cc(=O)[nH]n23)cc1C	/	i	-43.3%	1.2%	?	-6.4%	-0.7%	?	/
CCN(Cc1ccccc1)Cc1c(O)ccc2c(=O)c(-c3ccccc3)c(C(F)(F)F)oc12	/	/	-22.2%	/	-21.1%	-6.4%	-0.5%	?	/
CCCn1c(SCc2ccc(C(=O)OC)o2)nc2ccccc2c1=O	14.0%	i	-15.8%	-10.7%	-7.5%	-0.6%	-0.8%	-17.5%	-4.0
CSc1nc(=O)[nH]c2nc[nH]c12	/	/	-13.4%	/	-0.7%	-1.5%	/	-1.9%	/

Part of the list above with just IL2 activator and ATXN viability.
compound	IL2 activator	ATXN viability
Cc1cc(C)c(-c2csc(NC(=O)CCCc3nc4ccccc4c(=O)[nH]3)n2)c(C)c1	-1.0	i
CC(CC(=O)O)C(=O)c1ccc(Cl)c([N+](=O)[O-])c1 (centres undefined)	0.6	i
CN1CCN(C(=O)c2ccc(S(=O)(=O)N(C)c3ccccc3)cc2)CC1	1.2	i
CCCCCCCCC(=O)O	1.3	i

Assay outcomes from PubChem.
